Source: PubChem BioAssay
A3A deaminase – human APOBEC3A DNA deaminase inhibition; P31941; recombinant A3A, FAM/TAMRA ssDNA deamination fluorescence; inhibition, % at 20 µM; 0.41% of 330,000 active; AID 493011;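 active means at least 40% inhibition at 20 µM here, with at most 30% in a related deaminase screen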;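 further: plate controls were A3A with DMSO for no effect and wells lacking A3A enzyme for full effect; some results filed as inactive read as strong as hits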
MPTP block – inhibitors of mitochondrial permeability transition pore; isolated mouse mitochondria, Ca2+ swelling absorbance, 30 min; inhibition, % at 10 µM; 1.4% of 360,000 active;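 active means inhibition of 50% or more, scaled per plate between neutral and stimulator controls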;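 further: 0% = DMSO wells given calcium and 100% = 1 mM EGTA wells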
A3G deaminase – inhibitors of human APOBEC3G DNA deaminase. 0.28% of 330,000 active. AID 493012. recombinant A3G, ssDNA deamination FAM/TAMRA fluorescence. Q9HC16. inhibition, % at 20 µM;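 active means inhibition of at least 40% at 20 µM, with no more than 30% in the related APOBEC3A deaminase screen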;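 further: plate controls were DMSO wells with A3G for no effect and wells lacking A3G enzyme for full effect; some compounds called inactive have numbers as strong as hits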
Target sequence (Q9HC16 whole entry, looked up): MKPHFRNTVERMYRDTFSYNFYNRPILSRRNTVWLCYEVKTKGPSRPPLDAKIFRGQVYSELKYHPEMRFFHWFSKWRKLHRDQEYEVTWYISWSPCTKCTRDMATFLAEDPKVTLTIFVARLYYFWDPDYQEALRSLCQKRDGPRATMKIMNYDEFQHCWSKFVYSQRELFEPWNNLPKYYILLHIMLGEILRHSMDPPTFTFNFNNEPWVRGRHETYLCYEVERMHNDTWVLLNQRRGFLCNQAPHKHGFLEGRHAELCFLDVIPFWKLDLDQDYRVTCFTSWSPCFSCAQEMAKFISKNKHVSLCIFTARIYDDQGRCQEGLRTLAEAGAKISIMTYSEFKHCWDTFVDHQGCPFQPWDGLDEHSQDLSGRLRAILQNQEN
hIAP activ – increases human intestinal alkaline phosphatase activity. P09923. activation factor at 10 µM. purified human IAP, CDP-Star luminescence, 30 min; hits give high values; 1 = vehicle-only enzyme, 0 = enzyme-free background. 0.16% of 330,000 active;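 active means activation factor of the enzyme at least 2-fold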; further: the source names both 10 and 20 µM as test concentration; values of inactives mirror those of a sister screen read the other way
Target sequence (P09923 whole entry, looked up): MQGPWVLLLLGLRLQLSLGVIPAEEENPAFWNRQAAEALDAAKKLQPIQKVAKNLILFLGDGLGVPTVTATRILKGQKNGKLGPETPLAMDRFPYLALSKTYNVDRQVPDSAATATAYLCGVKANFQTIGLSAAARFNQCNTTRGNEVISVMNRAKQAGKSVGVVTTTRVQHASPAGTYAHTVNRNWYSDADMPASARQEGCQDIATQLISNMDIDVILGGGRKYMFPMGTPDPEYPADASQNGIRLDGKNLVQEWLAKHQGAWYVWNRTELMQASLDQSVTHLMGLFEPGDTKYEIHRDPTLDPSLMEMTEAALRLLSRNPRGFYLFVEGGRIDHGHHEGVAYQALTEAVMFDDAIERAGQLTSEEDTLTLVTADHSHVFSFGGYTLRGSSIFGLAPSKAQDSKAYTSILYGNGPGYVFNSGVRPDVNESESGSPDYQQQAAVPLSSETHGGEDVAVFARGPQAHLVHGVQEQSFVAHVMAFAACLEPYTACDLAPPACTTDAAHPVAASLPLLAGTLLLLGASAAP
mIAP inh – mouse IAP inhibition; purified mouse IAP, CDP-Star luminescence, 30 min; inhibition, % at 10 µM; 0.2% of 330,000 active; AID 2806;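 active means inhibition of at least 40% at 10 µM in the primary screen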;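 further: plate controls were DMSO with enzyme for no effect and no enzyme wells for full effect; values of inactives mirror those of a sister screen read the other way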
hIAP inh – blocks human intestinal alkaline phosphatase; purified IAP, CDP-Star luminescence, 30 min; inhibition, % at 10 µM; 0.12% of 330,000 active; AID 2544;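 active means inhibition reaching a set limit with compound at 10 µM in the primary screen, cut at about 35% in these data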;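 further: plate controls were DMSO wells with enzyme for no effect and no-enzyme buffer wells for full effect; values of inactives mirror those of a sister screen read the other way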
mIAP act – mouse IAP activation; activation factor at 10 µM; muIAP, CDP-Star luminescence, 30 min; hits give high values; 1 = vehicle-only enzyme signal, 0 = enzyme-free wells; 0.24% of 330,000 active; AID 2805;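 active means activation factor of at least 2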; further: the source names both 10 and 20 µM as test concentration; values of inactives mirror those of a sister screen read the other way
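Assay system: mouse IAP enzyme / Compound: DMSO-dissolved test compounds / Timing: 30 min, room temperature / Measured by: luminescence from enzymatic CDP-Star hydrolysis / Control set: DMSO-only wells, enzyme-free buffer wells as negative control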
MIN6 prolif – inducers of beta-cell replication in MIN6 cells; MIN6 cells proliferation, ATPlite luminescence, 48 h; cells starved in 0.2% serum; 100% = growth in 10% serum; proliferation, % at 10 µM; 0.29% of 330,000 active; AID 2380;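 active means compounds whose signal lies at least 3.5 SD above the mean of all wells on their plate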;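 further: 0% = DMSO-treated cells in low-serum medium and 100% = 10% serum control; some compounds called inactive have numbers as strong as hits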
NR3A LBD binder – modulates the human NR3A ligand-binding domain; NR3A LBD differential scanning fluorimetry, Tm shift; 0% = protein alone, 100% = glycine-bound protein; Tm shift relative to glycine control, % at 25 µM; 2.5% of 340,000 active;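 active means melting temperature shift of at least 10% of the positive control shift, at one fixed dose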
* = called active by the depositor; nt = no result given. The list is partial; the hit share may differ from the screen's.

SMILES	A3A deaminase	MPTP block	A3G deaminase	hIAP activ	mIAP inh	hIAP inh	mIAP act	MIN6 prolif	NR3A LBD binder
COC(=O)c1ccccc1-n1c(C)nc2ccccc2c1=O	-1	1.0	-7	0.98	1	2	0.99	-2	-2
O=C(N/N=C/c1c(O)n(CCC2=CCCCC2)c(=O)[nH]c1=O)c1ccccc1	-7	1.9	-7	1.6	22	-64	0.78	0	-1
CCc1c(C)nc(N)nc1N1N=C1SC(C(C)=O)C(C)=O	3	-2.3	21	0.94	8	6	0.92	5	-1
CCN1C[C@]2(COC)CC[C@H](O)[C@@]34C5C[C@H]6[C@H](O)C5[C@](O)(C[C@H]6OC)[C@@H]([C@H](OC)C23)[C@@H]14 (stereo partly drawn)	-4	-0.9	-8	nt	nt	nt	nt	nt	-2
CSc1ccc(CNC(C)C(O)c2ccccc2)cc1 (stereo not drawn)	1	-1.5	-5	1.1	8	-8	0.92	3	-1
CCN1C[C@]2(OC(=O)c3ccccc3NC(C)=O)CCC(OC)C34C5C[C@H]6C(OC)[C@]5(O)[C@](O)(C[C@@H]6OC)C(C[C@@H]32)[C@H]14 (stereo partly drawn)	-2	-0.2	-7	0.99	7	1	0.93	-5	-1
O=c1[nH]c(=S)n(C2CC2)c(O)c1C=NCCc1ccccc1	-4	nt	-11	0.92	1	8	0.99	-1	1
CCc1sc(C(=O)N2CCC3(CC2)OCCO3)cc1Br	-1	-0.4	-5	0.82	3	18	0.97	0	0
N=C1SCC(=O)N1Cc1ccccc1	0	-1.4	-5	1	8	-2	0.92	5	0
O=C1OCc2cc(N=Nc3c(O)[nH]c(=O)[nH]c3=O)ccc21	0	1.3	-4	1.6	1	-55	0.99	-1	1
COc1ccc(N2C(=O)/C(=C/c3ccc(N(C)C)o3)C(=O)NC2=S)cc1	-2	-0.5	-8	0.66	17	34	0.83	2	0
CCN1CC2([N+](=O)[O-])CC=C(Cl)C([N+](=O)[O-])(C1)C2 (stereo not drawn)	4	-1.5	-1	1.1	-3	-5	1	0	1

Look-ups from the list.
hIAP inh with O=C(N/N=C/c1c(O)n(CCC2=CCCCC2)c(=O)[nH]c1=O)c1ccccc1 is entered as -64
mIAP inh with COC(=O)c1ccccc1-n1c(C)nc2ccccc2c1=O is entered as 1
mIAP inh with N=C1SCC(=O)N1Cc1ccccc1 is entered as 8
NR3A LBD binder with CCc1c(C)nc(N)nc1N1N=C1SC(C(C)=O)C(C)=O is entered as -1
mIAP inh with O=C1OCc2cc(N=Nc3c(O)[nH]c(=O)[nH]c3=O)ccc21 is entered as 1
MIN6 prolif with CCN1CC2([N+](=O)[O-])CC=C(Cl)C([N+](=O)[O-])(C1)C2 (stereo not drawn) is entered as 0

Going on with the list:
SMILES	A3A deaminase	MPTP block	A3G deaminase	hIAP activ	mIAP inh	hIAP inh	mIAP act	MIN6 prolif	NR3A LBD binder
CNCC(O)c1ccc(O)cc1 (stereo not drawn)	-4	-0.1	-9	0.8	-3	20	1	-4	0
O=C1NC(=S)NC(=O)C1=Cc1ccc(OCC(=O)N2CCCC2)cc1	10	-0.5	36	0.92	7	8	0.93	0	-1
O=C1CNC(c2ccccc2Cl)c2cc(Br)ccc2N1 (stereo not drawn)	-3	0.0	-9	1.2	-5	-22	1	-4	-3
Cc1nc2cc([N+](=O)[O-])ccc2c(=O)n1-c1ccc(Br)cc1	-7	-0.1	-10	1	1	-1	0.99	-4	0
Cc1c(C(=O)N2CCC3(CC2)OCCO3)sc2ncnc(N3CCc4ccccc4C3)c12	-1	3.4	-6	1	-7	-4	1.1	1	-1
CCOC(=O)[C@]1(C#N)[C@@H]2C=CC(C(N)=O)=CN2[C@@H](C(N)=O)[C@@H]1c1ccc(F)cc1	-4	1.5	-7	1.1	8	-12	0.93	-2	3
CC(C)(C)c1ccccc1O	-6	1.1	-7	0.77	8	23	0.92	-1	0
Cn1cc(C(=O)N2CCOCC2)c2ccccc21	-3	-1.3	-5	0.99	-1	1	1	-2	-1
CCC(CC)C(=O)NC1CCSC1=O (stereo not drawn)	-3	-1.0	-6	1.1	1	-13	0.99	6	0
O=C(c1ccc2nc3ccc(Cl)cc3c(=O)n2c1)N1CCC2(CC1)OCCO2	3	1.4	2	1.1	0	-7	1	-4	1
COc1ccc(N2CCN(Cc3nc4ccccc4[nH]3)CC2)cc1	1	3.5	8	0.98	-3	2	1	0	-2
N/C(=N\[N+](=O)[O-])N1CCN(C(=O)OC2CCCC2)CC1	-4	0.7	-13	1	6	-2	0.94	-4	0
COc1ccccc1/C=C1\C(=O)NC(=S)N(c2ccccc2)C1=O	-1	1.9	8	1.1	-6	-10	1.1	-2	4
O=c1[nH]c(=O)n(-c2cccc3ccccc23)c(O)c1/C=N/N1CCCCCC1	-2	3.2	68*	0.93	7	7	0.93	-2	-1
C=CCN1C(=O)NC(=O)C(Cc2ccc(OC)c(OC)c2)C1=O (stereo not drawn)	2	1.2	1	0.97	10	3	0.9	1	0
CCn1c(O)c(C=NCCN2CCOCC2)c(=O)[nH]c1=S	1	1.3	4	0.96	-2	4	1	-1	0
CC(C)OC(=O)c1c(N)n(Cc2ccco2)c2nc3ccccc3nc12	-2	0.0	-4	0.99	-17	1	1.2	1	3
CCc1cc(=O)oc2cc(OCC(=O)N3C[C@H]4C[C@@H](C3)c3cccc(=O)n3C4)c(Cl)cc12	4	0.3	-4	0.94	1	6	0.99	-4	-2
CC(C)OCCCNC(=O)c1c(N)n(CC2CCCO2)c2nc3ccccc3nc12 (stereo not drawn)	-2	-0.2	-7	0.88	-16	12	1.2	-3	-4
COC(=O)C1=C(c2ccccc2OCc2ccccc2)C[C@@H]2CC[C@H]1N2C(=O)NCc1ccc(Br)cc1	-2	0.5	-11	0.93	-70	7	1.7	-7	-6
CN(C)C(=O)Oc1ccc(Cl)c2ccccc12	1	0.3	-2	1.1	-12	-6	1.1	2	2
OC(CN1CC=C(c2ccccc2)CC1)c1ccccc1 (stereo not drawn)	1	-0.8	-5	1.2	4	-18	0.96	-2	1
CCOc1cc(C2NCc3ccccc3-n3cccc32)ccc1O (stereo not drawn)	-4	88*	-5	0.93	6	7	0.94	-2	-1
CC1(C)CN=C(Nc2ccc(F)c(F)c2)S1	-1	-0.7	-7	0.92	4	8	0.96	4	-2
CC(C)C(=O)NC(Oc1ccccc1Cl)C(Cl)(Cl)Cl (stereo not drawn)	-4	-1.4	-5	0.86	-3	14	1	4	0
CC1CCCCN1Cc1c[nH]c2ccccc12 (stereo not drawn)	-2	1.1	-6	1.1	-7	-14	1.1	-4	-1
O=C(c1ccc(Br)cc1)C12CN3CN(CN(C3)C1)C2	1	-2.3	-8	0.88	12	12	0.88	0	2
CN1C(=O)N(C)C(=O)C2(Cc3c(ccc4ccccc34)N(C)C2)C1=O	-5	0.3	11	1	5	-3	0.95	0	0
O[C@H]1[C@H](O)[C@@H](O)CN2CC[C@H](O)[C@H]12	-3	-1.3	-6	1.1	12	-11	0.88	0	-1
CC(C)CCC1(CN2CCCC2=O)C(=O)NC(=O)NC1=O	-1	-1.5	-4	1	10	-4	0.91	2	0
COc1cc2[nH]c(=O)n(-c3ccccc3)c(=O)c2cc1OC	2	-1.3	4	0.91	-3	9	1	1	0
Cc1ccc(-c2cc(-c3ccccc3)cc(-c3ccccc3)[n+]2-c2ccccc2C(=O)O)cc1	4	0.3	1	0.96	1	4	0.99	-8	-2
CC/C(=N\NC(=O)c1ccccc1Cl)c1c(O)n(C2CCCCC2)c(=O)[nH]c1=O	3	0.2	8	1.2	0	-21	1	0	-7
COC(=O)C1=C(c2ccc3ccccc3c2)C[C@@H]2CC[C@H]1N2C(=O)NCc1ccco1	2	0.6	-6	0.92	10	8	0.9	11	-2
CC(C)Nc1nc(Cl)nc(NC(C)C)n1	0	1.0	-3	1	9	-2	0.91	3	0
OC1/C(=C/c2ccc(Cl)cc2Cl)N2CCC1CC2 (stereo not drawn)	3	-1.7	-5	0.97	0	3	1	1	0
O=c1[nH]c(=O)n(CCc2ccc(F)cc2)c(O)c1C=NCCCN1CCOCC1	3	-0.9	4	1	-4	-3	1	0	1
Cc1cc(C)n2nc(SCC(=O)N3CCC4(CC3)OCCO4)nc2n1	3	1.9	-1	0.94	-2	6	1	-3	1
CN(C)c1ccc(P(=S)(N(C)C)N(C)C)cc1	6	-0.1	2	0.92	5	8	0.95	0	3
CCCCCn1c(=O)c(C(=O)Nc2nc3ccccc3[nH]2)c(O)c2ccccc21	-2	2.7	-4	1.6	6	-60	0.94	-3	-1
Brc1ccccc1	-1	-2.1	-4	0.87	3	13	0.97	0	1
COC(=O)C1=C(c2cccc(OC)c2OC)C[C@@H]2CC[C@H]1N2C(=O)NCc1ccccc1	-1	0.8	-8	0.93	0	7	1	-1	-4
CC(C)CCC1(CCc2ccncc2)C(=O)NC(=O)NC1=O	-3	0.6	-3	0.96	-1	4	1	-2	0
O=C(NC1CN2CCC1CC2)c1cccc(Cl)c1 (stereo not drawn)	-2	0.4	-9	1.1	5	-9	0.95	2	0
CC(=O)OC1N=C(c2ccccc2)c2cc(Br)ccc2NC1=O (stereo not drawn)	30	0.2	-7	0.99	4	1	0.96	-3	0
OC1(CN2CCOCC2)C2CC3CC(C2)CC1C3 (stereo not drawn)	-3	12	-2	0.94	11	6	0.89	0	2
Cc1ccc(C(=O)N/C(=C\Cl)P(=O)(c2ccccc2)c2ccccc2)cc1	3	1.6	2	1.1	6	-9	0.94	0	-1
Cc1nn(Cc2ccccc2)c(C)c1C(=O)OCC(=O)NC1CCS(=O)(=O)C1 (stereo not drawn)	-2	-1.6	-5	0.85	7	15	0.93	-2	-1

Only mIAP act and mIAP inh, for 3 of the compounds above:
Compound | mIAP act | mIAP inh
CC(=O)OC1N=C(c2ccccc2)c2cc(Br)ccc2NC1=O (stereo not drawn) | 0.96 | 4
OC1(CN2CCOCC2)C2CC3CC(C2)CC1C3 (stereo not drawn) | 0.89 | 11
Cc1ccc(C(=O)N/C(=C\Cl)P(=O)(c2ccccc2)c2ccccc2)cc1 | 0.94 | 6

Following part.
SMILES	A3A deaminase	MPTP block	A3G deaminase	hIAP activ	mIAP inh	hIAP inh	mIAP act	MIN6 prolif	NR3A LBD binder
O=C(c1cccn2c(=O)c3ccccc3nc12)N1CCC2(CC1)OCCO2	-3	1.6	-5	0.99	-7	1	1.1	0	1
Cc1cc(/C=C2\C(=O)NC(=O)N(c3ccc(Cl)cc3)C2=O)c(C)n1C	1	0.0	0	1.1	0	-6	1	-3	-4
CC(=O)c1ccccc1NC(=O)C1C2CCC(O2)C1C(=O)O (stereo not drawn)	6	nt	-5	0.87	7	13	0.93	0	nt
O=[N+]([O-])c1cccc(NP(=O)(Oc2ccccc2)Oc2ccccc2)c1	-6	2.8	-12	0.94	14	6	0.86	-4	-8
COCCOC(=O)c1c(C)n(C)c2ccc(OC(=O)N(C)C)cc12	-1	-0.6	-2	1.1	3	-11	0.97	-1	-1
Cc1nn(-c2ccccc2)c(C)c1NC(=O)COC(=O)Cc1ccccc1	-2	-1.2	-7	1.2	-1	-16	1	3	2
CC(C)Oc1cccc(C(=O)C2CCCN(C3CCOCC3)C2)c1 (stereo not drawn)	-6	-0.1	-10	1.1	-21	-8	1.2	-2	0
COC(=O)C1=C(c2c(C)noc2C)C[C@@H]2CC[C@H]1N2C(=O)NC(C)C	-4	-0.2	-11	0.92	2	8	0.98	-3	-1
CCCCn1c(=O)c(C(=O)NCc2ccc(Cl)cc2)c(O)c2ccccc21	-4	3.6	-2	1	17	-2	0.83	-4	0
N[C@@]1(C(=O)O)CC[C@@H](C(=O)O)C1	4	-2.4	7	1.3	-4	-25	1	-1	-1
